ALOX12 inh: ALOX12 (human) lipoxygenase inhibition. P18054. purified 12hLO, xylenol orange hydroperoxide absorbance. Potency, µM (doses to about 108 µM), for the others: top-dose activity change, negative = inhibition, hits mostly inhibitors. 580,000 compounds, 1.1% hits; active = well fitted inhibition curve with a large enough effect; inconclusive = small, poorly fitted or top-dose-only effect, or another doubt; inactive = no such curve, though single readings can be large or run the other way
Target sequence (P18054 whole entry, looked up): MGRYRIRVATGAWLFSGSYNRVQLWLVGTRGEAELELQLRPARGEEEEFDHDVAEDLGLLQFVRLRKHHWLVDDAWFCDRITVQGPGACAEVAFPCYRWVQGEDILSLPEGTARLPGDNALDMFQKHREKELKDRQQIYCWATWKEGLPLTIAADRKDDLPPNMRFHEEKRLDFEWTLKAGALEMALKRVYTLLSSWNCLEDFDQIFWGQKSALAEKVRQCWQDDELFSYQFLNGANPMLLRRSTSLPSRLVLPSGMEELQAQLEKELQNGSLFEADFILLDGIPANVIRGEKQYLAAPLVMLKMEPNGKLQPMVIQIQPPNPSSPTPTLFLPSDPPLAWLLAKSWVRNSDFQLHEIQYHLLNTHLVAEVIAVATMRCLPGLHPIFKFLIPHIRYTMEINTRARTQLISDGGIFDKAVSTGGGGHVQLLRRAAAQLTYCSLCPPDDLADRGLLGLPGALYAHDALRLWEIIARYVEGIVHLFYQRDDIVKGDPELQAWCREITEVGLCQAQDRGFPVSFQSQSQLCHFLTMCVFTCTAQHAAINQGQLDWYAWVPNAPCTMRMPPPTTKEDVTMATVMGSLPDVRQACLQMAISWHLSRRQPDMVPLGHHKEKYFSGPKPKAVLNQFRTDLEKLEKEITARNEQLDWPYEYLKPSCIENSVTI
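Hydroperoxide product was detected by ferrous iron/xylenol orange as the 573 to 405 nm absorbance ratio. Arachidonic acid at 40 uM (final) was turned over for 30 min at room temperature by 150 nM human 12hLO, pH 7.0 Hepes buffer, after 15 min compound preincubation.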
* marks the source's active call; other numbers are inactive results; ? = inconclusive; [ ] = remark or other dose. % is set by controls: 0 for no effect and ±100 for the full control effect; potency is the fitted concentration of half-maximal effect.

| molecule | ALOX12 inh |
| --- | --- |
| CN(C)c1ncc2nc(-c3ccc(Cl)cc3)c(=O)n(CCC#N)c2n1 | 114.0%[activator] |
| CCOc1ccc(C(=O)OCc2nc(N)c3ccccc3n2)cc1 | ? |
| CN(CC(=O)Nc1ccc(F)cc1)Cc1nc2ccccc2c(=O)[nH]1 | 44.7%[activator] |
| COc1cc(CNC(=O)c2nccnc2N)ccc1O | -8.0% |
| COc1cc(C(=O)N2CCN(c3nccs3)CC2)cc(Cl)c1OC | 4.6% |
| O/N=C(/c1ccccc1)c1ccc(O)cc1O | 10.6% |
| CCOC(=O)N1CCN(C(=O)CNC(=O)c2cc3cc(OC)ccc3n2C)CC1 | 4.0% |
| Nc1nc(=O)n(C2CCC(CO)O2)cc1F (stereo unspecified) | -8.8% |
| Cc1ccc(NC(=O)C2CCN(C(=O)c3sc4nc[nH]c(=O)c4c3C)CC2)cc1C | 7.4% |
| CC(C)(C)OC(=O)N1CCC[C@@H]1C(=O)N1CCC[C@@H]1C(=O)NCc1ccccc1 | 10.9% |
| Fc1cccc(-n2cc(CN3CCCC4(CCOC4)C3)cn2)c1 (stereo unspecified) | -2.7% |
| c1cc(-c2nn[nH]n2)cs1 | ? |

Brought forward from above: 3 entries, then new ones.
| molecule | ALOX12 inh |
| --- | --- |
| CC(C)(C)OC(=O)N1CCC[C@@H]1C(=O)N1CCC[C@@H]1C(=O)NCc1ccccc1 | 10.9% |
| Fc1cccc(-n2cc(CN3CCCC4(CCOC4)C3)cn2)c1 (stereo unspecified) | -2.7% |
| c1cc(-c2nn[nH]n2)cs1 | ? |
| O=C(CCc1c[nH]c2ccccc12)N1CC=C(c2ccccc2)CC1 | ? |
| Cc1nc(-c2ccccc2)sc1C(=O)N1CCN(Cc2ccc(C#N)cc2)CC1 | 55.7%[activator] |
| COc1ccc(-c2nc(CC3CCN(C(=O)c4n[nH]c(=O)c5ccccc45)C3)no2)cc1 (stereo unspecified) | 53.1%[activator] |
| CCN1c2cc(C(=O)Nc3ccc4c(c3)OCCO4)ccc2C(=O)N2CCCCC21 (stereo unspecified) | 42.8%[activator] |
| O=C(NC[C@@H]1CCN(C(=O)Cc2ccccc2O)C[C@H]1O)C1CCCC1 | 24.5% |
| Clc1ccccc1-c1nccc(NCCN2CCOCC2)n1 | 44.7µM* |
| N#Cc1cccc(CN2C[C@H](O)C[C@H]2c2nc(-c3ccccn3)no2)c1 | 16.1%[176 µM] |
| COc1cccc(-c2nc(N3CCOCC3)cc3c2CN(CC(F)(F)F)C3=O)c1OC | -3.2%[176 µM] |
| Oc1ccccc1CN1CCC(n2cc(-c3ccc(F)cc3)nn2)CC1 | 12.3% |
| COc1cccc(NC(=O)Cn2c(N3CCN(c4ccccc4)CC3)nc(C)cc2=O)c1 | -14.2% |
| Cc1cc(N2CCN(C(=O)CCCS(N)(=O)=O)CC2)cc(C)n1 | 33.6%[activator] |
| CC(=O)Nc1ccc(NC(=O)C2=C(c3ccccc3)SCCO2)cc1 | ? |

ALOX12 inh: entries above that show a hit
| molecule | ALOX12 inh |
| --- | --- |
| Clc1ccccc1-c1nccc(NCCN2CCOCC2)n1 | 44.7µM* |

Carrying on.
| molecule | ALOX12 inh |
| --- | --- |
| CC1(C)CC(NC(=S)Nc2ccc(Br)cc2)CC(C)(C)N1 | ? |
| COc1ccc(CCn2cnc3c2c(=O)n(C)c(=O)n3C)cc1 | 18.7% |
| COc1ccc(-n2nc(C3CCCN(C(=O)c4ccc(C(F)(F)F)cc4)C3)[nH]c2=O)cc1 (stereo unspecified) | 11.9% |
| CC(C)Cn1nc2n(c1=O)CCN(S(=O)(=O)c1ccc3c(c1)CCCC3)CC2 | 2.9% |
| COC(=O)C1(C)Cc2ccc(C)cc2C(=O)O1 (stereo unspecified) | -15.5% |
| CSCC(=O)N1CC[C@H](NC(=O)NC2CCCCC2)[C@H]1C(=O)N1CCC[C@@H]1C(N)=O | 22.5% |
| CC(=O)c1cn(CC(=O)N2CCOCC2)c2ccccc12 | 6.0% |
| COc1cccc(C(=O)N2CCC(Oc3ncccc3C(=O)N3CCCCC3)C2)c1OC (stereo unspecified) | 4.8% |
| COc1ccc(N2C(=O)C(C)CS2(=O)=O)cc1S(=O)(=O)N(C)CCc1ccncc1 (stereo unspecified) | 1.3% |
| CC(CNC(=O)c1cc2ccccc2s1)N1CCCC1 (stereo unspecified) | -16.1% |
| Cc1cc(CNC(=O)C2CCCCn3nnnc32)c2[nH]c(-c3ccccc3)c(C)c2c1 (stereo unspecified) | 5.5% |
| CN(CCc1ccncc1)C(=O)CCc1ccnc(N2CCOCC2)c1 | ? |
| CC1=C[C@@H](CN2C(=O)c3ccccc3C2=O)[C@H](C(C)C)C[C@H]1Cc1nc2ccccc2[nH]1 | 5.5%[176 µM] |
| Cc1cccc(NC(=O)Cn2ccn3nc(-c4ccc(F)cc4)c(CO)c3c2=O)c1C | -11.5% |
| c1ccc(-c2nc3c(c(NCC4OCCc5ccccc54)n2)CCNCC3)nc1 (stereo unspecified) | 76.7%[activator] |
| CCN(Cc1nc2ccccc2c(=O)[nH]1)C(=O)Cc1csc(-c2c(Cl)cccc2Cl)n1 | ? |
| CN(C)C(=O)N1CCN(c2cc(Cl)ncn2)C(=O)C1 | -8.2%[12.5 µM] |
| COc1ccc(C(=O)Nc2ccc([C@H]3OCC(=O)N(C(C)C)[C@@H]3CO)cc2)cc1OC | -15.5%[176 µM] |
| CCC(CC)NC(=O)c1cnc2cc(C)nn2c1 | 71.7%[activator][176 µM] |
| COCCC1(CO)CCCN(Cc2ccc(C#N)cc2)C1 (stereo unspecified) | 23.2% |
| CCOC(=O)[C@]12Cc3c(cc(OC)c(OC)c3OC)[C@H]1N(Cc1ccccc1)C(=O)c1cc(OC)ccc12 | -25.7% |
| CS(=O)(=O)NCCCNC(=O)c1cnc2ccccc2n1 | 38.1%[activator] |
| CCN1C(=O)CCc2cc(NC(=O)c3cccc(C#N)c3)ccc21 | 48.6%[activator] |
| Cc1ccc(OCCCC(=O)Oc2ccc3c(C)cc(=O)oc3c2)cc1 | -3.9% |
| CCCN1CCC2(CCN(C(=O)OC)CC2)Oc2ccccc21 | ? |
| O=C(O)C1(c2ccccc2)CC1c1ccccc1 (stereo unspecified) | -14.8% |
| CCCCCn1nc(C(=O)N(Cc2ccc(F)cc2)C2CC2)c2ccccc2c1=O | -15.2% |
| Cc1cc2cc(CNC(=S)Nc3ccc(Br)cc3)ccc2[nH]1 | ? |
| OCC1CN(Cc2cnc[nH]2)CCC12CCN(CCCn1cccn1)CC2 (stereo unspecified) | 103.8%[activator] |
| COc1ccc(CCNC(=O)CN(c2cc(C(F)(F)F)ccc2Cl)S(C)(=O)=O)cc1OC | -11.0% |
| COc1ccc(Nc2nccc3[nH]c(-c4ccccc4OC)cc23)cc1 | ? |
| CN1C[C@H](NCc2nccs2)CCC[C@@H](C(=O)NC2CCOCC2)CC1=O | 6.7%[176 µM] |
| CCc1cccc(C)c1NC(=O)Cn1ccn2nc(-c3ccc(F)cc3)c(CO)c2c1=O | ? |
| COc1ccc(CNC(=O)CSc2ccc3c(c2)OCCCO3)cc1 | -5.5% |
| Cc1ccc(C2NC(=O)N(CC(=O)Nc3ccc(Br)c(C)c3)C3=C2C(=O)OC3)cc1 (stereo unspecified) | 8.91µM* |
| c1cnc(-c2n[nH]c(C3CCCCN3)n2)cn1 (stereo unspecified) | 60.8%[activator] |
| CC(=O)Nc1ccc(CN2CCn3c(nn(-c4cccc(Cl)c4)c3=O)C2)cc1 | 6.4%[6.33 µM] |
| O=C(COc1ccccc1F)Nc1ccc(O)c(-c2nc3ccccc3o2)c1 | 4.1% |
| CCOc1ccccc1Oc1coc2cc(OCc3ccc(OC)cc3)ccc2c1=O | 5.3% |
| O=C(c1ccccc1F)N1C[C@@H](COCC2CC2)[C@H](c2ccccn2)C1 | 28.8% |
| CC(CC(=O)O)(C(=O)O)c1ccccc1 (stereo unspecified) | ? |
| CC(=O)NC1=NN(C(C)=O)C2(S1)C(=O)N(CCOc1ccccc1C)c1ccc(Cl)cc12 (stereo unspecified) | -0.2% |
| COc1cccc(CN2CCN(S(=O)(=O)c3cc(OC)ccc3OC)CC2)c1 | -10.1% |
| N#Cc1cccc(NC(=O)N[C@H]2CO[C@H]3[C@@H]2OC[C@@H]3Nc2nccc(-c3cccc(F)c3)n2)c1 | ? |
| O=C(NCc1ccncc1)C1CN(S(=O)(=O)c2ccc(F)cc2)CC12CCOCC2 (stereo unspecified) | 21.8% |
| CC(C)(C)NC(=O)C1C(c2ccccc2)=Nc2ccccc2N1C(=O)c1ccc(C(F)(F)F)cc1 (stereo unspecified) | 10.8% |
| COC(=O)CNC(=O)N1[C@@H]2CC[C@H]1CC(NC(=O)c1ccc(F)cc1)C2 (stereo partly specified) | 51.9%[activator] |
| COc1ccc(-c2cc(N3CCCC(NC(=O)Cc4ccc(F)cc4)C3)n[nH]2)cc1 (stereo unspecified) | 48.2%[activator] |
| CCC1=C(C(=O)OC)C(c2ccc(Cl)cc2)N2C(CC(=O)N3CCOCC3)=CSC2=N1 (stereo unspecified) | 21.0% |
| O=C(NCc1ccc(Cl)cc1)c1cc2cccnn2n1 | 17.8%[176 µM] |
| COCCNC(=O)[C@@H]1CCC[C@@H](NC(=O)NC2(c3ccccc3)CCOCC2)CN(C)C(=O)C1 | -4.4% |
| O=C(Nc1ccc(F)c(F)c1F)c1ccccc1-c1ccccc1 | ? |
| O=S1(=O)CC(N2CCCC2)CN1Cc1cn(Cc2ccccc2)nn1 (stereo unspecified) | 0.0% |
| NC(=O)c1cccnc1N1CCC2(CCCN(Cc3ccccc3F)C2)C1 (stereo unspecified) | -3.6% |
| Cc1c(C(=O)NCCc2cccnc2)cnn1-c1nccc(-c2ccccc2F)n1 | -1.2% |
| O=C1OC2(CN(c3ccc4c(c3)OCO4)C2)CN1c1ccccc1 | ? |
| CCOc1ccccc1NS(=O)(=O)c1ccc(C(C)C)cc1 | ? |
| Cc1ccc(C(=O)N2CCC3(CC2)N=C(c2cccc(Br)c2)NO3)cc1C | 36.6% |
| O=C(OCC(F)(F)F)c1cc([N+](=O)[O-])cc([N+](=O)[O-])c1 | 77.6% |
| O=C(CSc1nnnn1C1CC1)Nc1ccc(CN2CCCC2)cc1 | 10.4% |

Other records
| molecule | ALOX12 inh |
| --- | --- |
| Cc1ccc(C(=O)NC2CCN(C(=O)N3CC4CC(C3)[C@H]3CCCC(=O)N3C4)CC2)cn1 (stereo partly specified) | 39.5%[activator] |
| Cc1nc2cc(NC(=O)C3CC(=O)N(C4CC4)C3)ccc2o1 (stereo unspecified) | 13.3% |
| CC(C)OC(=O)N1CCC(COc2ccc3c(cnn3CCC(=O)O)c2)CC1 | -49.6%[176 µM] |
| COC(=O)[C@]1(Cc2ccccc2)NC=C(C(=O)c2ccccc2)[C@@H]1c1cccs1 | -28.7% |
| COCc1ccc(C(=O)N2CC[C@@H](NC(=O)c3cnccn3)[C@H](O)C2)o1 | 5.2% |
| O=C1[C@H]2CN(Cc3ccc(Cl)c(F)c3)C[C@H]2C(=O)N1Cc1ccc2c(c1)OCO2 | 39.1% |
| Cc1ccc2cc(C(=O)NCC3COc4ccccc4O3)c(C)nc2c1 (stereo unspecified) | ? |
| COc1cc(C)c(NC2CCOC2=O)cc1OC (stereo unspecified) | ? |
| C=CCOc1nc2c(c(=O)n(Cc3ccc(Br)cc3)c(=O)n2C)n1C | ? |
| CCN(Cc1ccc(C(N)=O)cc1)Cc1cccs1 | ? |
| Cc1cccc2c3c(ccc12)C1=C(C(=O)C3=O)[C@@H](C)CO1 | ? |
| CN(C)c1ccc(C(=O)N2CCC(n3cc(-c4nc(-c5ccccc5)no4)nn3)C2)cc1 (stereo unspecified) | ? |
| O=C(NC[C@H]1O[C@H](Cc2cc(CN3CCOCC3)on2)CC[C@@H]1O)c1ccccc1 | 19.3%[176 µM] |
| CN(C)c1ncc2nc(-c3cc(F)cc(F)c3)c(=O)n(CCC#N)c2n1 | 0.0% |
| C/C(=N\NC(=O)C1CC1c1ccc(C(C)(C)C)cc1)c1ccc2c(c1)CCCC2 (stereo unspecified) | -3.3% |
| O=S(=O)(c1ccc(F)cc1)N1CCCC(Cc2noc(C3CC3)n2)C1 (stereo unspecified) | 5.4% |
| CCOCC(=O)N1CCC(N2C(=O)C(O)C23CCCCC3)CC1 (stereo unspecified) | 29.1% |
| Cc1noc(-c2cn(C3CCN(C(=O)c4ccc(F)cc4)C3)nn2)n1 (stereo unspecified) | 16.5% |
| CC(C)(C)CC(=O)N[C@@H]1C=C(C(=O)NCC(N)=O)C[C@@H](O)[C@@H]1O | 57.2%[activator][176 µM] |
| CC(=O)Nc1ccc2c(c1)nc1n2[C@@H](CNCc2ccncc2F)COC1 | 26.3%[176 µM] |
| CN1CCN(c2nc3c(c(=O)[nH]2)CCN(Cc2cccc(C#N)c2)CC3)CC1 | 4.5% |
| CC(=O)NCCNc1ccnc(-c2ccccc2C(F)(F)F)n1 | -14.8% |
| CN(Cc1ccsc1)C(=O)CC1CCCC1 | 11.9% |
| COc1ccc(-c2nnc3n2CCN(C(=O)C2CC2)C3)cc1 | 13.6%[176 µM] |
| CCc1nn2c(NCc3ccccn3)cc(C)nc2c1-c1ccc(Cl)cc1 | 16.9% |
| CCOC(=O)N1CCN(Cc2nc3cc(NC(=O)COc4ccccc4C)ccc3n2C)CC1 | 10.3% |
| Cc1ccc(-c2cnc(CCC(=O)NC(C)C3CC3)o2)cc1C (stereo unspecified) | -1.7% |
| OCCc1cc(CC2(NC3CCOCC3)COC2)no1 | 33.6%[activator][176 µM] |
| Cc1ccc2nc(C)cc(Nc3ccc(C)c(C)c3)c2c1 | ? |
| COc1ccc(Cl)cc1C(=O)NCCc1noc(C)n1 | 42.0%[activator] |

Looked up above.
ALOX12 inh result of `Cc1ccc(-c2cnc(CCC(=O)NC(C)C3CC3)o2)cc1C` (stereo unspecified) stands at -1.7%
ALOX12 inh result of `COc1ccc(Cl)cc1C(=O)NCCc1noc(C)n1` stands at 42.0%[activator]

Screening results as filed in PubChem.

These rows are one share of the data; rates above refer to the full screens.
